# From PubChem BioAssay
# APJ antagonist – antagonists of human apelin receptor APJ, primary screen, CHO-K1 cells, beta-arrestin complementation, luminescence | P35414 | inhibition, % at 20 µM | actives 0.32% (n = 330,000);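 active = inhibition above about 40% at 20 µM, limit read from the data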;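 note: cells challenged with 10 nM apelin-13 agonist together with compound; plate controls were apelin-13 plus DMSO wells for no effect and DMSO wells lacking apelin-13 for full effect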
# Target sequence (P35414 whole entry, looked up): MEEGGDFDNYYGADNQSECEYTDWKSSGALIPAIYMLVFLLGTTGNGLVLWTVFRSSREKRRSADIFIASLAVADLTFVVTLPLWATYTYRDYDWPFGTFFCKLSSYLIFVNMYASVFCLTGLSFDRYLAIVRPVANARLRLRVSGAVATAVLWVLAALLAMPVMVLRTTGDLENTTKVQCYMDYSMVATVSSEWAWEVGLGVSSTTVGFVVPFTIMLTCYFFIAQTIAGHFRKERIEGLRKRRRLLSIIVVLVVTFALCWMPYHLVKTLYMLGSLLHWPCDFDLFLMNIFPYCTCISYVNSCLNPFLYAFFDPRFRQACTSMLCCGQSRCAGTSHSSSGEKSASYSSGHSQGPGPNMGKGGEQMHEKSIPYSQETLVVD
# CHOP UPR activ – activators of apoptotic CHOP UPR arm, primary screen, cell-based, CHO-CHOP luciferase reporter, luminescence, uHTS; actives 0.34% (n = 330,000); UPR activation; percent of tunicamycin response over DMSO baseline; activation, % at 10 µM;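 active = at 10 µM dose, activation of 40% or more, normalized to positive control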;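 note: 100% = tunicamycin at 10 µg/mL and 0% = DMSO alone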
#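 System: CHO-CHOP luciferase reporter cell line; amount: 500 cells/well; buffer or medium: F12 medium containing 10% fetal bovine serum; incubation: 6 h compound exposure at 37 °C after overnight seeding; measured by: luciferase luminescence after 10 min with Steady-Glo reagent; evaluation: % reporter activation, DMSO baseline versus tunicamycin full activation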
# APJ ag – agonists of human apelin receptor APJ, primary screen, CHO-K1 cells, PathHunter beta-arrestin, luminescence; 0% DMSO wells, 100% apelin; activation, % at 20 µM; actives 0.11% (n = 330,000); AID 2520, 2010;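 active = activation more than six SD over the plate average, tested at 20 µM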;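 note: 0% = DMSO alone and 100% = apelin-13 at 10 nM; some results filed as inactive read as strong as hits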
#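 Test system: CHO-K1 APJ beta-arrestin complementation cell line | Compound: Single test compound dose, 20 µM final, 1% DMSO | Incubation: Compound 90 min 25 °C, reagent 1 h | Measured by: beta-gal luminescence | Read-out basis: APJ–arrestin association signal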
# CXCR6 inh – CXCR6 receptor inhibitors, primary screen, cell-based, beta-arrestin, luminescence, CHO-K1 PathHunter, 1536-well; AID 602244, 2012; C-X-C chemokine receptor type 6 (Homo sapiens), O00574; inhibition, % at 20 µM; actives 0.36% (n = 360,000); in the data active = inhibition above about 34%, passing the limit was not always enough;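 note: antagonist mode with CXCL16 agonist at 10 nM final; 0% = 10 nM CXCL16 with DMSO and 100% = unstimulated wells without agonist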
# Target sequence (O00574 whole entry, looked up): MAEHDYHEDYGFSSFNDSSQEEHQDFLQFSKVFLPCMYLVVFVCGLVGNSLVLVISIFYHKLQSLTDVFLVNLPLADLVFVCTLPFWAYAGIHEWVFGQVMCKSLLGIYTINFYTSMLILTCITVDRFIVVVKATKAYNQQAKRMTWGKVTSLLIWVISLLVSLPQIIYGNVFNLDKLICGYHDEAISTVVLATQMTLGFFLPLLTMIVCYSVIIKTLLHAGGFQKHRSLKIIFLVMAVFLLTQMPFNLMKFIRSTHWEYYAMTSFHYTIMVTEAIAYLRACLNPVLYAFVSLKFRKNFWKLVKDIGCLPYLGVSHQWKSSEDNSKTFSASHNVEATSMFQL
# tim23-1 inh – growth inhibitors of tim23-1 mutant yeast, primary screen, luminescence, uHTS | actives 1.3% (n = 330,000) | S. cerevisiae tim23-1 growth, BacTiter-Glo luminescence, 24 h | inhibition, % at 20 µM | AID 463212, 2010;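 active = growth inhibition of the mutant yeast at or above 50%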;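 note: temperature-sensitive mutant grown at 25 °C; plate controls were DMSO-treated mutant yeast for no effect and medium wells lacking yeast for full effect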
# XBP1 UPR activ – activators of adaptive XBP1 UPR arm, primary screen, cell-based, CHO-XBP1 luciferase reporter, luminescence, uHTS; IRE1-XBP1 UPR activation; percent of tunicamycin response, DMSO as zero; activation, % at 20 µM; actives 0.33% (n = 330,000); AID 463104, 2010;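 active = versus positive control, 20 µM dose yields 30% or more activation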;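 note: 100% = tunicamycin at 10 µg/mL and 0% = DMSO only wells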
#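 Material – CHO cell line with stable XBP1 luciferase reporter · Buffer or medium – F12 plus 10% FBS · Compound – single point, 20 µM final compound, 1% DMSO · Schedule – 16-18 h cell attachment at 37 °C, then 6 h compound exposure · Signal – Steady-Glo luminescence read · Benchmarks – high control tunicamycin 10 µg/mL final, low control DMSO vehicle only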
# tim10-1 inh – growth inhibitors of tim10-1 mutant yeast, primary screen, luminescence, uHTS. S. cerevisiae tim10-1 ts strain growth, BacTiter-Glo, 24 h. inhibition, % at 20 µM. actives 2.2% (n = 330,000). AID 463190, 2010;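 active = inhibition of at least 40%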;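 note: mutant grown at 25 °C; 0% = DMSO wells with yeast and 100% = wells holding no yeast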
# TIM10 inh – growth inhibitors of isogenic TIM10 control yeast, primary screen, counter-screen for tim10-1 yeast inhibitor project, luminescence, uHTS; S. cerevisiae TIM10 strain growth, BacTiter-Glo luminescence, 24 h; inhibition, % at 10 µM; actives 1.4% (n = 330,000);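 active = inhibition of 40% or more at the single tested concentration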;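 note: wild-type TIM10 isogenic control strain grown at permissive 25 °C; 0% = DMSO yeast wells and 100% = minimal medium wells without yeast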
# Mdm2 MdmX PPI – inhibitors of human Mdm2-MdmX association, primary screen, cell-based, luminescence, split luciferase, SaOS-2, uHTS | Protein Mdm4 (Homo sapiens) + E3 ubiquitin-protein ligase Mdm2 (Homo sapiens), … | SaOS-2 split-luciferase Mdm2/MdmX complementation | inhibition, % at 8 µM | actives 3% (n = 330,000) | AID 485346, 2010;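 active = inhibition of at least 50% at 8 µM in the primary screen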
# * = called active by the depositor; · = no result given.
SMILES,APJ antagonist,CHOP UPR activ,APJ ag,CXCR6 inh,tim23-1 inh,XBP1 UPR activ,tim10-1 inh,TIM10 inh,Mdm2 MdmX PPI
CNC(=O)C(=O)NCCCN1CCOCC1,6,1.3,-4,-8,-4,2,6,1,13
COc1ccc2c(c1)C(C)CC(C)(C)N2C(=O)CSc1nc2ccccc2s1 (stereo not given),-6,0.3,-4,22,7,-3,29,18,23
NC(=S)N/N=C/c1ccc(OC(=O)c2cccnc2)cc1,-29,-1.0,0,-6,5,0,13,-1,-27
N#Cc1c(Cl)nc(SCc2ccccc2)nc1-c1ccccc1,20,-0.2,-5,·,18,1,25,21,20
Cc1cc(C)cc(-n2nnnc2SCC(=O)Nc2cccc(NC(=O)c3ccco3)c2)c1,22,2.4,-10,22,-36,-4,2,3,16
CCN(CC)CCCN=Cc1c(O)n(-c2c(C)cccc2C)c(=O)c2ccccc12,10,-0.4,2,6,-4,-4,-4,16,28
CC1CCCN(C(=O)c2ccc(NS(=O)(=O)c3ccc4[nH]c(=O)[nH]c4c3)cc2)C1 (stereo not given),5,-0.5,-4,-8,12,-1,0,-4,2
CCn1c(=O)c(=O)n(CC)c2cc(S(=O)(=O)Nc3cccc(OC)c3)ccc21,-9,-2.1,-3,1,-5,-2,5,-8,18
O=c1[nH]cnc2scc(-c3ccsc3)c12,5,-1.0,-1,5,-4,-3,-1,11,18
COc1ccc(OCCC(=O)N2CCN(C)CC2)cc1,10,-1.9,0,-7,-6,-7,3,0,4

# A different layout for part of the listing above:
COc1ccc(OCCC(=O)N2CCN(C)CC2)cc1
  APJ antagonist: 10 | CHOP UPR activ: -1.9 | APJ ag: 0 | CXCR6 inh: -7 | tim23-1 inh: -6 | XBP1 UPR activ: -7 | tim10-1 inh: 3 | TIM10 inh: 0 | Mdm2 MdmX PPI: 4
CC1CCCN(C(=O)c2ccc(NS(=O)(=O)c3ccc4[nH]c(=O)[nH]c4c3)cc2)C1 (stereo not given)
  APJ antagonist: 5 | CHOP UPR activ: -0.5 | APJ ag: -4 | CXCR6 inh: -8 | tim23-1 inh: 12 | XBP1 UPR activ: -1 | tim10-1 inh: 0 | TIM10 inh: -4 | Mdm2 MdmX PPI: 2
Cc1cc(C)cc(-n2nnnc2SCC(=O)Nc2cccc(NC(=O)c3ccco3)c2)c1
  APJ antagonist: 22 | CHOP UPR activ: 2.4 | APJ ag: -10 | CXCR6 inh: 22 | tim23-1 inh: -36 | XBP1 UPR activ: -4 | tim10-1 inh: 2 | TIM10 inh: 3 | Mdm2 MdmX PPI: 16
N#Cc1c(Cl)nc(SCc2ccccc2)nc1-c1ccccc1
  APJ antagonist: 20 | CHOP UPR activ: -0.2 | APJ ag: -5 | CXCR6 inh: · | tim23-1 inh: 18 | XBP1 UPR activ: 1 | tim10-1 inh: 25 | TIM10 inh: 21 | Mdm2 MdmX PPI: 20

# The list continues.
SMILES,APJ antagonist,CHOP UPR activ,APJ ag,CXCR6 inh,tim23-1 inh,XBP1 UPR activ,tim10-1 inh,TIM10 inh,Mdm2 MdmX PPI
O=C(CCS(=O)(=O)c1ccc(Br)cc1)NCc1cccs1,5,-4.1,-1,-3,7,-1,15,-13,14
Cc1ccc(Cl)cc1NS(=O)(=O)c1c(C)[nH]c(=O)[nH]c1=O,14,-1.9,-4,-7,20,-2,6,-8,6
CCc1nnc(NS(=O)(=O)c2ccc(NC(=S)NC(=O)c3ccc(F)cc3)cc2)s1,-14,3.3,-2,16,14,-2,11,0,16
CCCCN(CC)CCCNC(=O)c1cn(CC(C)C)c(=O)c2c1c1ccccc1n2C,13,-0.4,-1,4,11,4,23,2,-2
C=C1C(=O)O[C@H]2[C@H]1[C@@H](O)CC(=C)[C@@H]1CC(=O)[C@@H](C)[C@H]21,10,5.3,-3,-11,4,-5,19,10,61*
COCC(=O)Nc1nnc(SCC(=O)NCc2cccs2)s1,12,-1.1,-3,2,-4,-4,6,3,1
O=C(NC1CCCCC1)N(CCO)Cc1cc2cc3c(cc2[nH]c1=O)OCCO3,-15,2.4,2,5,18,1,3,5,7
CC(=O)n1cc(CO)c2ccccc21,5,-1.3,-3,-2,2,-3,-13,-2,16
COc1ccc2oc(C(=O)Nc3ccc(C)cn3)c(C)c2c1,9,3.5,0,4,4,-5,3,9,-53
O=C(NC1CC1)c1cccc(NC(=O)c2cc(S(=O)(=O)N3CCOCC3)ccc2Cl)c1,-7,-0.6,5,-5,-4,-2,-1,1,1

# (continued)
SMILES,APJ antagonist,CHOP UPR activ,APJ ag,CXCR6 inh,tim23-1 inh,XBP1 UPR activ,tim10-1 inh,TIM10 inh,Mdm2 MdmX PPI
COc1ccc(OC)c(/C=C/C(=O)Nc2cccc(S(=O)(=O)N3CCCC3)c2)c1,1,-2.2,-1,-6,25,-3,0,11,4
COc1ccc(CC2(CO)CCN(Cc3ccc(OC(F)(F)F)cc3)CC2)cc1,0,-1.5,3,-6,-17,-1,-6,14,28
CCCCNC(=O)CNC(=O)c1cccs1,12,-0.5,-3,-2,-6,2,-4,-20,0
CC1CCCC(C)N1C(=O)CSc1nnc(NC(=O)Cc2cccs2)s1 (stereo not given),-6,0.2,0,6,4,-3,11,8,-2
Cc1ccc(N2CC(C(=O)OCC(=O)NNC(=O)c3ccccc3)CC2=O)cc1 (stereo not given),-3,0.6,11,-2,3,0,-2,6,-25
O=C(O)CCCCCNC(=O)OCC1c2ccccc2-c2ccccc21,-19,0.1,-3,-14,0,-4,-2,-2,19
CCSc1nc2ccc(C)cc2cc1C#N,-11,0.6,-4,-14,-12,0,-3,4,2
CCC(C(=O)Nc1nccs1)(C(F)(F)F)C(F)(F)F,-18,-1.4,-4,3,3,-1,8,-8,-8
O=C(c1cn(-c2ccccc2)nc1-c1cccs1)N1CCN(c2ccc(F)cc2)CC1,-2,-0.1,0,-4,46,-1,40,16,18
COc1ccc(C2CC(=O)C(C=NCCN3CCOCC3)=C(O)C2)cc1 (stereo not given),-4,-0.6,-4,-12,9,0,9,0,10

# (continued)
Structure	APJ antagonist	CHOP UPR activ	APJ ag	CXCR6 inh	tim23-1 inh	XBP1 UPR activ	tim10-1 inh	TIM10 inh	Mdm2 MdmX PPI
COc1ccc(S(=O)(=O)N2CCOCC2)cc1NC(=O)/C=C/c1ccccc1	6	2.1	5	-4	11	-2	15	4	13
CCCCN1C(=N)N([C@@H](CCC)CN2CCC[C@H]2CN2C(N)=NC[C@H]2C(C)C)C[C@H]1[C@H](C)CC	10	2.1	0	-4	-12	0	0	2	6
CCCNS(=O)(=O)c1ccc(OCC(=O)N2CCC(C(=O)OCC)CC2)cc1	18	2.0	5	0	5	0	12	3	0
CN=C(Nc1cccc(Cl)c1)SC1CC(=O)N(c2ccc(OC)cc2)C1=O (stereo not given)	2	-0.7	-1	-5	-5	-4	-21	-18	31
Cc1ccc(NC(=O)CN(C)C(=O)CSc2nncn2C)cc1	-2	-1.4	-5	8	-4	-1	5	-17	16
Cc1cccc(/C=N/NC(=O)c2cccc(NC(=O)c3ccccc3)c2)n1	-8	0.4	2	-12	5	-2	-4	10	3
COc1ccc(CC(=O)N2CCN(c3ccc(C4=NNC(=O)CC4C)cc3)CC2)cc1 (stereo not given)	14	-3.5	-3	0	7	-1	4	4	-7
COC(=O)c1cn(C(=O)c2ccc(OC)c(OC)c2)c2ccccc12	-2	-0.7	2	5	27	2	18	29	14
Cc1ccc2oc(=O)n(CCCOc3ccccc3C)c2c1	9	0.7	-2	9	-1	3	16	16	-1
COc1ccc(N2CCN(C(=O)CN(c3ccccc3)S(C)(=O)=O)CC2)cc1	17	-0.8	1	-5	20	13	28	2	18
NC(=O)C1(N2CCCCC2)CCN(C(=O)CSc2nc3ccccc3s2)CC1	14	-0.8	2	10	18	-2	13	10	9
CC(C)NC(=O)C1c2ccccc2Oc2ccccc21	6	4.6	4	-3	6	-4	1	6	25

# (further entries)
Structure	APJ antagonist	CHOP UPR activ	APJ ag	CXCR6 inh	tim23-1 inh	XBP1 UPR activ	tim10-1 inh	TIM10 inh	Mdm2 MdmX PPI
CC(C)=CCc1c(O)c(CC=C(C)C)c2c(c1O)-c1cc(O)c(O)cc1CC2	-127	-9.3	0	·	30	-2	24	2	40
Cc1ccc(NS(=O)(=O)c2cc(OCC(N)=O)c(C)cc2Cl)cc1	6	0.8	-2	-2	1	-3	-5	-11	20
COC(=O)CSc1ccccc1C(=O)OC	11	0.7	-4	-6	14	-3	-2	3	18
O=C(COC(=O)Cc1ccc(Br)cc1)NCC1CCCO1 (stereo not given)	14	1.3	-2	-3	0	-4	3	-6	6
CCn1c(CC(=O)Nc2ccc(C)c(Cl)c2)nnc1SCc1ccc(Cl)c(Cl)c1	-14	-3.1	7	2	33	-4	23	19	-7
COC(=O)C1C(=O)OC(C)(C)C1C(C)C(=O)c1ccc(C)cc1C (stereo not given)	13	-0.5	-3	4	9	5	14	6	1
COc1ccccc1CNC(=O)[C@@H](NC(=O)C1CCN(C(=O)[C@@H]2CCCN2)CC1)C(C)C	-2	-1.4	-4	1	-6	0	-4	6	12
Clc1ccc2oc(-c3ccccn3)nc2c1	8	3.0	0	-2	7	3	28	-10	-81
CCCCCCn1c(COc2ccccc2F)nnc1SCC(=O)N1c2ccccc2NC(=O)C1(C)C	13	0.4	-2	10	15	10	26	33	34
CCSC(SCC)[C@H](O)[C@@H](O)[C@H](O)[C@H](O)CO	8	-0.3	-2	1	-9	-10	-21	2	-5
CC(C)(C)NC(=O)NC(=O)COc1ccccc1C#N	1	6.0	-4	7	20	3	23	12	-29
COc1cccc(-n2c(SCC(=O)Nc3cc(C)on3)nc3c([nH]c4ccccc43)c2=O)c1	-16	0.9	0	1	-4	11	4	-5	8
COc1cccc(NC(=O)c2ncn[nH]2)c1	10	0.2	7	-7	11	0	12	-2	20
O=C(c1cc2c(F)cccc2s1)N1CCCC1	5	2.2	-4	7	13	1	5	-5	-26
N#Cc1c(-c2ccccc2)ccn(Cc2ccc(Cl)cc2)c1=O	22	-1.8	0	10	-10	0	-3	-23	15

# These rows are one share of the data. The share of hits here may be higher or lower than overall.
